FN deposition inh: fibronectin deposition inhibition. AID 743247. inhibition, % at 12.6 µM. 0.086% of 350,000 active. AH1F fibroblasts, Alexa488-fibronectin deposition fluorescence, overnight;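 active = mean inhibition across replicates of 30% or more, regardless of how many single replicates reach that level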;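 note: positive control wells lacked labelled fibronectin entirely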
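Assay system: AH1F fibroblast monolayer, labelled fibronectin deposition. Amount: 10000 cells per well. Also added: labelled fibronectin 24 nM. Compound: single-point pinned compound. Incubation: cell attachment 1 h, compound and FN exposure overnight. Detection: fluorescence after three HBSS washes, excitation 485 nm, emission 525 nm. Read-out: inhibition of fibronectin deposition signal.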
S100A4 MyoIIA: inhibitors of human S100A4 binding to myosin IIA peptide; P26447; S100A4/TAMRA-MyoIIA peptide fluorescence polarization; inhibition, % at 10.7 µM; 0.14% of 360,000 active; AID 652163;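 active = mean inhibition of at least 70% across replicates, with every replicate also reaching that level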
Target sequence (P26447 whole entry, looked up): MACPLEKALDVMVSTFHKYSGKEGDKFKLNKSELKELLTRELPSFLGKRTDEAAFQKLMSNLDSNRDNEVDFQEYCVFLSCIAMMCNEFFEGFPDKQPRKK
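Assay system: human S100A4 monomer with TAMRA-labelled myosin IIA peptide / Buffer or medium: Calcium-containing HEPES buffer, pH 7.2 / Reagent: TAMRA-labelled myosin IIA heavy-chain peptide probe, 5 nM / Compound: one dose per compound / Timing: polarization read 5 min after assay mix addition, stable 5–60 min / Benchmarks: neutral control DMSO, positive control TFP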
esBAF inh: blocks esBAF chromatin remodeling in mouse ES cells; 2% of 350,000 active; reporter increase, % at 12.5 µM; AID 602393; Bmi1-luciferase knock-in reporter, 24 h; 100% = twice the neutral-well signal; in the data active = activation above about 40%;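 note: 0% = median of the plate's neutral control wells and 100% = double that signal; a rise in the Bmi1 reporter signal indicates esBAF inhibition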
SIRT5 inh: sirtuin-5 (human) deacylase inhibition; 1.1% of 330,000 active; Q9NXA8; AID 652115; Purified SirT5, succinyl-peptide AMC, trypsin-coupled fluorescence; inhibition, % at 15 µM; in the data active = inhibition above about 15%
Target sequence (Q9NXA8 whole entry, looked up): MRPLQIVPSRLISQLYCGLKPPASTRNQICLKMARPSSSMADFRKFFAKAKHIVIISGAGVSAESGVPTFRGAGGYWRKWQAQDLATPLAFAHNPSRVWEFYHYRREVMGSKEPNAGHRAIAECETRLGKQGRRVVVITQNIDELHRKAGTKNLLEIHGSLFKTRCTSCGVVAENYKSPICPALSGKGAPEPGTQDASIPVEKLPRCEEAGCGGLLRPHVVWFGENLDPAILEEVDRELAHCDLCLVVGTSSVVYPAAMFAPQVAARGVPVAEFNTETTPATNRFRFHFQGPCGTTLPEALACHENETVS
C2C12 statin: suppressors of simvastatin-induced myotoxicity in C2C12 myotubes. 0.78% of 330,000 active. ATP luminescence, 48 h; scaled: DMSO 0, geranylgeraniol control 100. rescue of ATP level, % at 7.49 µM. AID 602340;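 active = mean ATP rescue above about 67%, or every replicate alone reaching that limit, limit read from the data, passing the limit was not always enough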;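 note: myotubes were challenged with 10 µM simvastatin during compound exposure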
CASP6 VEID inh: inhibitors of human caspase-6. purified caspase-6, Z-VEID-R110 cleavage fluorescence. inhibition, % at 12.5 µM. 0.53% of 350,000 active. AID 686996;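 active = mean inhibition across replicates at least about 35%, with every replicate also reaching that limit, limit read from the data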;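 note: 0% = median of neutral control wells and 100% = no fluorescence left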
Target sequence (P55212 24-179 limits assumed): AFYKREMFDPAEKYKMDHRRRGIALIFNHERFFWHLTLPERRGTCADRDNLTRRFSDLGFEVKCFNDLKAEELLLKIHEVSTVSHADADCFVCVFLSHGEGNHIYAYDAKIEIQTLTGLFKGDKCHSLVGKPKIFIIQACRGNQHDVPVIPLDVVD
Target sequence (P55212 194-293 limits assumed): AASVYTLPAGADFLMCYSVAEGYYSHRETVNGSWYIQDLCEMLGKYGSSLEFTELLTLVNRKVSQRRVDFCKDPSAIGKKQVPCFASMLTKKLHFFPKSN
LGR2 inh: inhibitors of bursicon-induced Drosophila LGR2 receptor cAMP signaling; inhibition, % at 9.99 µM; HEK293 LGR2, CRE-luciferase, bursicon-stimulated, 4 h; 0.35% of 380,000 active;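 active = drop in luminescence signal, shown as inhibition above about 50% in the replicate tests, limit read from the data, passing the limit was not always enough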;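 note: agonist challenge used bursicon conditioned medium at about half maximal strength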
Starred values were filed as active, the others as inactive; / = no result given. Not all compounds are listed. The share of hits here may be higher or lower than overall.

Second line of a record: FN deposition inh	S100A4 MyoIIA	esBAF inh	SIRT5 inh	C2C12 statin	CASP6 VEID inh	LGR2 inh
> CN(C)S(=O)(=O)c1ccc(NC(=O)C2CCCN(C(=O)c3ccc(Cl)cc3)C2)cc1 (stereo not given)
    1	/	-3	/	8	/	-1
> C[C@H](CO)N1C[C@H](C)[C@@H](CN(C)C(=O)Nc2ccc3c(c2)OCO3)Oc2ccc(NC(=O)CCCCCC(=O)Nc3ccccc3N)cc2CC1=O
    /	8	5	6	3	0	-18
> CCc1nnc(SCc2cccc(F)c2)nc1CC
    -6	/	-2	/	1	/	13
> CC(C)(C)c1cc(CCC(=O)N2CCCC2)cc(C(C)(C)C)c1O
    14	-2	-4	-2	1	4	-22
> COc1cccc(-c2ccc(CN3C(C)C(=O)N(Cc4cn(Cc5ccco5)nn4)CCS3(=O)=O)cc2)c1OC (stereo not given)
    10	-19	3	-1	17	5	5
> C[C@H]1CN([C@@H](C)CO)S(=O)(=O)c2ccc(C#Cc3ccccc3F)cc2O[C@H]1CN(C)C(=O)Cc1ccccc1
    /	2	11	0	44	-1	7
> COc1cc(C(=O)N/C(=C\c2cn(C)c3ccccc23)C(=O)N2CCOCC2)cc(OC)c1OC
    2	-5	-10	-1	12	2	7
> CNc1nc(N)c([N+](=O)[O-])c(Nc2ccccc2OC)n1
    0	-4	-2	0	-7	-1	-8
> COc1ccc(C2=NS(=O)(=O)N(C)C(C(=O)Nc3ccc(OC)c(OC)c3)=C2)cc1
    7	-3	4	1	-5	-1	-4
> CN(C)C1=NCCN1CCc1cccc(F)c1
    -5	-9	-4	0	1	-4	10
> O=[N+]([O-])c1cccc(/C=C/c2ccncc2)c1
    3	1	/	0	/	1	3
> O=C(O)c1ccc(N=c2oc3cc(O)ccc3cc2C(=O)NCc2ccccc2)cc1
    5	-2	/	-3	/	10	-19
> Nc1cc(N)nc(SCC(=O)NCCC2=CCCCC2)n1
    /	-3	10	-1	5	-2	-7
> COc1cc(-c2nnc(SCC(=O)OC3CCCCC3)o2)cc(OC)c1OC
    -3	/	2	/	3	/	8
> CCCCN(C(=O)Cn1nnc2ccccc21)C(C(=O)NCCOC)c1ccccc1 (stereo not given)
    -7	/	-4	/	1	/	/
> O=C(CSc1ncnc2nc[nH]c12)N1CCN(c2ccc(Cl)cc2)CC1
    4	/	10	/	9	/	/
> CN(C)C(=O)[C@@H]1[C@@H](CO)[C@@H]2Cn3c(ccc(-c4cccnc4)c3=O)[C@@H]2N1Cc1ccccc1F
    /	5	6	9	-3	-2	8
> C[C@@H]1CN([C@H](C)CO)C(=O)c2cc(NC(=O)C3CCCCC3)ccc2O[C@@H](C)CCCCO[C@H]1CN(C)C(=O)Nc1ccccc1
    9	7	3	1	/	2	3
> COc1ccc(OCCN2CCC(C(=O)NC(c3ccc(F)cc3)c3ncccc3C)CC2)cc1 (stereo not given)
    3	-4	1	-3	2	0	/
> C=CC[C@@]1(C(=O)OC)N=C(c2ccc(OCCCO)cc2)O[C@@H]1c1ccccc1CN=[N+]=[N-]
    /	-25	/	1	/	1	/
> O=C(Nc1nc2ccccc2[nH]1)c1ccc(OC(F)F)cc1
    3	0	-63	0	-74	1	37
> CCOC(=O)CNC(=O)CNC(=O)c1nn(-c2ccc(OC)c(Cl)c2)c(=O)c2ccccc12
    0	-1	/	1	/	0	-21
> O=C1OCc2cc(NC(=O)C3COc4ccccc4O3)ccc21 (stereo not given)
    1	-2	15	-1	-14	0	-5
> O=C(c1ccc2c(c1)C(=O)N(Cc1ccco1)C2O)N1CCOCC1 (stereo not given)
    11	-3	1	/	-11	3	-9
> COc1ccc(OCC(=O)NCCc2ccc(S(N)(=O)=O)cc2)cc1
    13	/	-2	/	6	/	/
> Cc1ccccc1N1C(=O)C(Cl)=C(N2CCOCC2)C1=O
    12	-2	-3	/	2	-2	0
> Cc1noc(C)c1COC(=O)c1ccc(S(=O)(=O)N2CCCCC2)cc1
    4	-1	4	-4	-5	-2	-3
> CNC[C@H]1Oc2cc(-c3ccc(C#N)cc3)ccc2S(=O)(=O)N([C@H](C)CO)C[C@@H]1C
    /	-15	-8	1	-4	3	-9
> Cc1ccc(N(CC(=O)NC2CCCCC2)C(=O)CCCC(=O)Nc2ccccn2)c(C)c1
    0	-4	-5	-6	2	-2	-15
> C[C@H]1CN([C@@H](C)CO)C(=O)c2cc(-c3ccccc3F)cnc2O[C@H]1CN(C)Cc1cccc(F)c1
    /	/	-1	-5	9	/	13

Next section
Second line of a record: FN deposition inh	S100A4 MyoIIA	esBAF inh	SIRT5 inh	C2C12 statin	CASP6 VEID inh	LGR2 inh
> C[C@H](CO)N1C[C@H](C)[C@@H](CN(C)Cc2ccc(Cl)c(Cl)c2)Oc2ccc(NC(=O)CCCN(C)C)cc2C1=O
    8	1	0	-6	-19	-1	-9
> CCOC(=O)COc1ccc(Br)cc1C1NC(=O)NC(C)=C1C(=O)NCc1ccccc1 (stereo not given)
    /	-4	-9	-1	-5	34	13
> O=C1ON=C(c2ccccc2)/C1=C/c1ccco1
    /	-51	-1	20*	10	/	0
> CC1=NN(c2ccc(Br)cc2)C(=O)/C1=C/c1ccc(-c2ccccc2C(=O)O)o1
    -5	3	-7	4	8	8	6
> CC(C)(C)S(=O)N1Cc2cc(C(=O)NCc3ccc4c(c3)OCO4)nc(-c3cccc(C#CCC4CCCC4)c3)c2[C@@H]1CCO (stereo not given in full)
    /	-28	/	4	/	-4	/
> COCC#Cc1cnc2c(c1)C(=O)N([C@@H](C)CO)C[C@@H](C)[C@@H](CN(C)Cc1ccc3c(c1)OCO3)O2
    -6	-5	-5	-1	-7	-3	-6
> Cc1ccc2nc3n(c(=O)c2c1)-c1ncccc1C(=O)NC3Cc1ccccc1 (stereo not given)
    3	-1	6	-3	6	8	-26
> COc1ccc2c(C)cc(SCC(=O)N(C)C3CCS(=O)(=O)C3)nc2c1 (stereo not given)
    -1	-2	/	1	/	0	-1
> CC(=O)c1ccccc1NC(=O)CN1C(=O)NC2(CCCCCCC2)C1=O
    7	-3	1	0	-11	-1	-1
> CCOC(=O)COc1nc2ccc(Br)cc2c(-c2ccccc2)c1C(C)=O
    4	-2	-10	1	-1	0	2
> COC(=O)c1nc(C(=O)OC)c(C(=O)OC)nc1C(=O)OC
    /	/	-19	/	-4	/	14
> Cc1ccc(C)c(NC(=S)NCCc2c[nH]c3ccccc23)c1
    0	-1	/	-3	/	2	13
> COc1ccccc1NC(=O)N1CC[C@@H]2[C@@H](CO)N(C)c3ccc(-c4ccc(F)cc4)cc3[C@@H]21
    -24	-11	-5	1	42	-2	12
> C[C@H](CO)N1C[C@H](C)[C@H](CN(C)C(=O)Nc2ccc(F)cc2)Oc2c(NS(=O)(=O)c3cn(C)cn3)cccc2C1=O
    -2	-4	-9	1	13	-5	-8
> Cc1ccccc1OCCn1c(=O)oc2ccccc21
    /	/	12	/	4	/	-18
> COc1ccc(C2Nc3ccccc3C(=O)N2NS(=O)(=O)c2ccc(C)cc2)cc1 (stereo not given)
    -5	-7	/	-8	/	-7	4
> CN1C(=O)Cc2cc(S(=O)(=O)N3CCOCC3)ccc21
    6	/	-2	/	5	/	/
> C[C@H](CO)N1C[C@H](C)[C@H](CN(C)CC2CC2)OCCCC[C@H](C)Oc2ccc(NC(=O)Cc3ccccc3)cc2C1=O
    1	1	2	4	/	-1	4
> CC(=O)Nc1cc(C(=O)N2CCc3ccccc3C2)ccc1Sc1ccc(Cl)cc1
    -11	1	/	0	/	-3	-10
> COc1ccc(C(=O)N2CCN(Cc3ccc4c(c3)OCO4)CC2)cc1OC
    -5	-2	-1	-7	-1	-2	7
> O=C(c1ccc(Cl)c(Cl)c1)N1CCC(=O)N(C(COCc2cccc(C(F)(F)F)c2)Cc2ccccc2)CC1 (stereo not given)
    11	-14	3	/	5	/	5
> COc1ccc(NC(=O)CCS(=O)(=O)c2cccc3nonc23)cc1
    /	-2	/	-1	/	-1	10
> COC(=O)NNC(=O)COc1ccc(Cl)cc1
    /	1	-6	-4	94*	0	2
> CCCNC(=O)C[C@H]1CC[C@H]2[C@@H](COC[C@H](O)CN2C(=O)C2CCOCC2)O1
    -6	-58	1	0	-7	-1	-11
> CCCCCn1c(CNC(=O)CC)nc2ccccc21
    -3	-1	-3	3	-5	-1	9
> COc1cc2c(cc1OC)CN(S(C)(=O)=O)CC2
    -4	7	1	2	9	2	-10
> COc1ccc(C2=NO[C@@H]3[C@@H]4C[C@@H]([C@H]5C(=O)N(c6ccc7c(c6)OCO7)C(=O)[C@@H]45)[C@H]23)cc1OC
    4	-5	/	0	/	-3	/
> CCCCn1c(N)c(N(CC(C)C)C(=O)COC(=O)c2ccccc2NCCO)c(=O)[nH]c1=O
    -3	0	5	-2	-7	3	4
> CC(=O)c1ccc(NC(=O)N2CCc3ccccc3C2)cc1
    -9	-5	/	0	/	0	-28
> C=CCNc1nc2cc(-c3ccccc3C)sc2c(=O)n1C
    4	-8	13	/	-16	-7	-24

Some of the entries above in a different format:
SMILES	FN deposition inh	S100A4 MyoIIA	esBAF inh	SIRT5 inh	C2C12 statin	CASP6 VEID inh	LGR2 inh
O=C(c1ccc(Cl)c(Cl)c1)N1CCC(=O)N(C(COCc2cccc(C(F)(F)F)c2)Cc2ccccc2)CC1 (stereo not given)	11	-14	3	/	5	/	5
COc1ccc(NC(=O)CCS(=O)(=O)c2cccc3nonc23)cc1	/	-2	/	-1	/	-1	10
COC(=O)NNC(=O)COc1ccc(Cl)cc1	/	1	-6	-4	94*	0	2
CCCNC(=O)C[C@H]1CC[C@H]2[C@@H](COC[C@H](O)CN2C(=O)C2CCOCC2)O1	-6	-58	1	0	-7	-1	-11
CCCCCn1c(CNC(=O)CC)nc2ccccc21	-3	-1	-3	3	-5	-1	9
COc1cc2c(cc1OC)CN(S(C)(=O)=O)CC2	-4	7	1	2	9	2	-10
COc1ccc(C2=NO[C@@H]3[C@@H]4C[C@@H]([C@H]5C(=O)N(c6ccc7c(c6)OCO7)C(=O)[C@@H]45)[C@H]23)cc1OC	4	-5	/	0	/	-3	/
CCCCn1c(N)c(N(CC(C)C)C(=O)COC(=O)c2ccccc2NCCO)c(=O)[nH]c1=O	-3	0	5	-2	-7	3	4
CC(=O)c1ccc(NC(=O)N2CCc3ccccc3C2)cc1	-9	-5	/	0	/	0	-28
C=CCNc1nc2cc(-c3ccccc3C)sc2c(=O)n1C	4	-8	13	/	-16	-7	-24

Assay outcomes from PubChem BioAssay.
